# High-throughput results as filed in PubChem BioAssay.
# HP1b binding inh: blocks HP1-beta chromodomain binding to methylated histone tails; P83916; AlphaScreen HP1-beta / biotin-H3K9me3 peptide binding; Potency, µM (series often up to 114 µM), for the others: at the top dose activity change, negative = inhibition, usual class: inhibitors; 0.56% of 390,000 active; also: potency is read from the fitted curve at half-maximal effect; nearly all actives have a fitted effect of over 70% in size; inactives centre near 23
#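 HP1-beta protein (50 nM final) preincubated 30 min at room temperature with biotinylated H3(1-18)K9me3 peptide (50 nM) in PBS pH 7.4, 0.01% Tween-20, then compound added for 30 min. AlphaScreen streptavidin donor/nickel chelate acceptor beads (10 ug/mL final), 30 min dark, luminescence read.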
# rTrxR1 inhibitor: inhibitors of rat thioredoxin reductase 1 | AID 588453 | Potency, µM (highest dose often 114 µM), inactives show at the highest dose activity change, negative = inhibition, hits mostly inhibitors | recombinant rTrxR1, NADPH fluorescence consumption, selenite substrate | 1% of 390,000 active; also: potency is read from the fitted curve at half-maximal effect; % is scaled to controls: 0 for no effect and ±100 for the full control effect; nearly all actives have a fitted effect of over 65% in size
#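 Rat TrxR1 (90 nM in the dispensed reagent) was pre-reduced with 400 uM NADPH for 5 min at room temperature, then incubated with compound for 15 min. After 400 uM selenite was added, NADPH fluorescence (Ex 340/Em 450 nm) was followed for 8 min.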
# mIDH1 inhibitor: blocks human mutant IDH1 R132H enzyme | O75874 | IDH1-R132H enzyme, NADPH consumption, diaphorase/resazurin fluorescence | Potency, µM (series often up to 76.6 µM), for inactives: at the top dose activity change, negative = inhibition, actives largely listed as inhibitors | 0.093% of 390,000 active | AID 602179; also: potency is read from the fitted curve at half-maximal effect; % is scaled to controls: 0 for no effect and ±100 for the full control effect; nearly all actives have a fitted effect of over 65% in size
# Target sequence (O75874 whole entry R132H, stated change not applied): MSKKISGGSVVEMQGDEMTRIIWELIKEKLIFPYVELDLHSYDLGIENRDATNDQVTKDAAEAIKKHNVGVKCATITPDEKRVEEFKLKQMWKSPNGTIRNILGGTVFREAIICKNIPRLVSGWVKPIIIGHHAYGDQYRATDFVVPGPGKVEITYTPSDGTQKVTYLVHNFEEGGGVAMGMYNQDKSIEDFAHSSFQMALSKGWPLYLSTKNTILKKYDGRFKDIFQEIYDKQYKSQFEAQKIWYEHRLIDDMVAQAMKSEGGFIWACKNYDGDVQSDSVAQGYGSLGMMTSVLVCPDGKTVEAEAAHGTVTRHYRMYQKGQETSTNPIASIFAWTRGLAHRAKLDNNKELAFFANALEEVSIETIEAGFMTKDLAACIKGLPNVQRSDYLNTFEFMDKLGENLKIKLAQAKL
#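 IDH1-R132H (0.5 ug/mL) preincubated 30 min with compound, then NADPH (0.016 mM) and alpha-KG (2 mM) added; 80 min at RT, pH 7.5. Remaining NADPH coupled via diaphorase/resazurin to fluorescence (540/590 nm); concentration-response curves normalized to no-enzyme control.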
# TrxR1 substrate: substrates of rat thioredoxin reductase 1. purified TrxR1 substrate turnover, NADPH consumption readout. Potency, µM (titrated, usually from 114 µM), without a hit: at the top dose activity change, negative = substrate turnover. 0.01% of 390,000 active. AID 588456; also: potency is read from the fitted curve at half-maximal effect; % is scaled to controls: 0 for no effect and ±100 for the full control effect; nearly all actives have a fitted effect of over 50% in size
#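 Rat TrxR1, dispensed at 90 nM, was prereduced with 400 uM NADPH (final) for 5 min at ~22 deg C, then incubated with compound 15 min before 400 uM selenite. A first-read NADPH fluorescence drop versus no-compound background flagged substrates.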
# PI4K2A block: inhibitors of human PI4K2A; Q9BTU6; purified PI4K2A, ADP-Glo luminescence, 1 h; hits give low values; 0.13% of 420,000 active; activity change, negative = inhibition, % at 76.9 µM; AID 1346378; in the data active = activity change below about -50%; inconclusive = mostly about -30% to -49%;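 also: -100% = wells without enzyme as full effect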
#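 PI4K2A activity was measured by ADP-Glo luminescence: enzyme (4 ug/mL stock) and phosphatidylinositol (1.2 mM stock) in Tris pH 7.5/MgCl2/EGTA/Triton X-100 buffer were reacted with ATP (300 microM stock) for one hour at ambient temperature.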
# PGK inhibitor: T. brucei PGK inhibition; P07378; PGK/GAPDH coupled, Kinase-Glo luminescence, 60 min; Potency, µM (doses to about 57.5 µM), inactives show at the highest dose activity change, negative = inhibition, usual class: inhibitors; 0.043% of 380,000 active; also: potency is read from the fitted curve at half-maximal effect; % is scaled to controls: 0 for no effect and ±100 for the full control effect; nearly all actives have a fitted effect of over 60% in size
#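 Recombinant glycosomal PGK reaction used 1,3-bisphosphoglycerate generated in-well by GAPDH (100nM final) in 100mM TEA pH 7.6, 5mM MgCl2, 0.01% Tween-20. After 60 minutes at room temperature, ATP was read by Kinase-Glo Plus luminescence end-point.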
# Pin1 inh: human Pin1 inhibition. Potency, µM (titrated, usually from 115 µM), for the others: at the top dose activity, negative = inhibition, actives largely listed as inhibitors. 0.009% of 390,000 active. Pin1 FP peptide displacement, HiFluor488, 10 min. Q13526; active = well fitted inhibition curve with a large enough effect in the polarisation, with a control signal flat, not every such curve was filed as active; inconclusive = small, poorly fitted or top-dose-only effect, or effect the other way, or a change in a side signal; inactive = no such curve, though single readings can be large or run the other way; the % refers to the polarisation; also: potency is read from the fitted curve at half-maximal effect; % is scaled to controls: 0 for no effect and ±100 for the full control effect
# USP1-UAF1 inh: blocks the human USP1/UAF1 deubiquitinase complex | 0.23% of 390,000 active | Potency, µM (doses to about 57.1 µM), inactives show at the highest dose activity change, negative = inhibition, usual class: inhibitors | recombinant USP1/UAF1, Ub-Rhodamine cleavage fluorescence | O94782; also: potency is read from the fitted curve at half-maximal effect; % is scaled to controls: 0 for no effect and ±100 for the full control effect; nearly all actives have a fitted effect of over 60% in size; inactives centre near -12
#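 1 nM enzyme complex + cpd, 15 min RT; start with Ub-Rho 150nM final; kinetic fluorescence ex 480/em 540, 6 reads q60 s. Buffer 50mM HEPES pH 7.8, 0.5mM EDTA, 0.1 mg/ml BSA, 1mM TCEP, 0.01% Tween-20.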
# GLS inh: glutaminase GLS (human) inhibition; O94925; GLS enzymatic activity, qHTS titration; Potency, µM (doses to about 45.5 µM), for inactives: top-dose activity change, negative = inhibition, usual class: inhibitors; 0.21% of 410,000 active; also: potency is read from the fitted curve at half-maximal effect; % is scaled to controls: 0 for no effect and ±100 for the full control effect
# Target sequence (O94925 whole entry, looked up): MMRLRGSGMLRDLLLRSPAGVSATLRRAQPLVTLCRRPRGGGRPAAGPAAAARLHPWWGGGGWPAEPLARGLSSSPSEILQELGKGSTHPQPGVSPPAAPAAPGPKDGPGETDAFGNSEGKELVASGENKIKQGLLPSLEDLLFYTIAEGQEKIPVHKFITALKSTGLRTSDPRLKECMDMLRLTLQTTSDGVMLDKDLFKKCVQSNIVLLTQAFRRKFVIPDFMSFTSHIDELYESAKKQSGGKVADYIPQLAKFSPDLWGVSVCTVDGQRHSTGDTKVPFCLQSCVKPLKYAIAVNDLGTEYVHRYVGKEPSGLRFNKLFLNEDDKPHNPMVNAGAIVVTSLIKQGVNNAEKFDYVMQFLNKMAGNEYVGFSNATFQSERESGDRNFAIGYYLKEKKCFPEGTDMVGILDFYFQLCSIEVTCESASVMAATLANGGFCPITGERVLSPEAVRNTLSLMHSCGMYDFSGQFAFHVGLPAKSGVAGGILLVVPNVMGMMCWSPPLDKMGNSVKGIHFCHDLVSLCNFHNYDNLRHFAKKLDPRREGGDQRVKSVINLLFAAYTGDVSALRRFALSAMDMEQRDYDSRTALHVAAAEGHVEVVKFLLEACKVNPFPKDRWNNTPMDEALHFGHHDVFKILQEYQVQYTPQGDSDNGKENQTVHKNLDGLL
#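 Coupled fluorescence readout: glutamate oxidase/HRP/Amplex Red detect glutamate formed by hKGA from L-glutamine (1 mM solution added). Buffer 45 mM KH2PO4 pH 8.2, 0.02% Tween-20; reads at t0 and 30 min RT.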
# * hit, by the source's call; i = inactive; ? = inconclusive; / = no result given; & = joins results of further samples; [ ] = dose if it differs, or a comment. Unless noted, calls follow the shape of the dose curve; as a rule, active = well fitted curve in the direction sought with a large enough effect; inconclusive = small, poorly fitted or top-dose-only effect, or another doubt; inactive = no such curve, though single readings can be large; an effect the other way counts as inactive or inconclusive. Only part of the results is shown (hit frequency here may not be typical).
SMILES,HP1b binding inh,rTrxR1 inhibitor,mIDH1 inhibitor,TrxR1 substrate,PI4K2A block,PGK inhibitor,Pin1 inh,USP1-UAF1 inh,GLS inh
CN(O)/C=c1/ccc2c(n1)C(=O)C=CC=2,15%,14%[57.1 µM],4%,-12%,-2,-8%,-1%,-17%,7%
COc1cccc(OC)c1C(=O)Nc1ccc2c(c1)Cc1ccccc1-2,17%,20%[57.1 µM],12%,-14%[57.1 µM],-4,i,0%,?,-11%
C=CCn1c(COc2ccc(OC)cc2)nc2ccccc21,26%,17%,7%,4%,5,-3%,1%,-20%,0%
COc1ccc(CCN2C(=O)C3C4CCC(C4=C(C)C)C3C2=O)cc1OC (centres undefined),21%,-6%,5%,-12%,-2,-9%,-3%,3%,1%
CSCCC(NS(=O)(=O)c1ccc(Cl)cc1)C(=O)OCc1c(Cl)cccc1Cl (centres undefined),13%,0%,0%,-8%,3,-7%,1%,-2%,9%
O=C(CC1C(=O)NCCN1Cc1ccc(Cl)c(F)c1)NC1CCC1 (centres undefined),18%,?,-10%,0%,-13,-4%,-4%,-9%,6%
O=C(C1CC1)N1CCN=C1SCc1cccc(F)c1,63%[activator],-4%,14%,0%,-8,-7%,-2%,-14%,-3%
O=S(=O)(c1ccc2c(c1)CCCN2)N1CCCC1,25%,-2%,12%,-1%,-5,i,-12%,-25%,13%
COc1ccc(CNC(=O)C2CCCN(S(=O)(=O)c3ccc4c(ccn4C)c3)C2)c(OC)c1 (centres undefined),14%[57 µM],26%[57.1 µM],-3%,2%[57.1 µM],1,i,30%[activator],-30%,-2%
O=C(CN1CCN(S(=O)(=O)c2ccc(Cl)cc2)CC1)N1CCCC1,40%,-6%,3%,2%,-4,-3%,-7%,-5%,1%
N#Cc1ccsc1NC(=O)CN1CCN(c2ccccc2)CC1,19%,-19%,6%,-7%,-3,8%,0%,-23%,16%
CC(=O)Nc1ccc2c(c1)ncn2-c1ccccc1,24%,12%[57.1 µM],11%,8%,-3,-7%,-3%,8%,0%
Cc1ccc(N(C(=O)Cn2nnc(-c3ccccc3)n2)C(C(=O)NC2CCCCC2)c2ccccn2)cc1C (centres undefined),6%,-9%,-4%,-6%,6,-1%,0%,-5%,-2%
Cc1cc(C)n2nc(SCc3cccc(F)c3)nc2n1,37%,-2%[57.1 µM],5%,5%[57.1 µM],9,3%,2%,1%,15%
CCOC(=O)N1CCN(C(=O)c2oc3ccc(S(=O)(=O)N4CCOCC4)cc3c2C)CC1,53%[activator],19%[57.1 µM],2%,8%[57.1 µM],5,2%,0%,-19%,21%
Cc1cc(C(=O)Nc2c(C)nn(Cc3ccc(F)cc3)c2C)on1,33%,19%,2%,4%,3,1%,6%,-27%,0%
C#CCOCCOCCOCCNc1nc(N2CCN(C(=O)CCCCCCCCCCNC(=O)[C@H](CCCCN)n3cc(C)nn3)CC2)nc(N2CCN(C(=O)CCCCCCCCCCNC(=O)[C@H](CO)n3cc(CCCSC)nn3)CC2)n1,?,29%[57.1 µM],-3%,11%[57.1 µM],-1,9%,43%[activator],-11%,?
COc1ccc(OC)c(NC(=O)c2nnn(Cc3ccc(Br)cc3F)c2N)c1,29%,22%[57.1 µM],-5%,10%[57.1 µM],5,-8%,?,-7%,-1%
O=[N+]([O-])c1ccc(CN2CCN(c3ccccc3Cl)CC2)o1,?,?,-3%,0%,-1,-9%,-8%,-26%,-9%
COc1ccc(-c2noc(CCC(=O)NC3CCN(Cc4ccccc4)CC3)n2)cc1,28%,4%[57.1 µM],-12%,9%[57.1 µM],-1,-4%,1%,-12%,-6%

# Of the compounds above, these have a furan ring, fused or not:
SMILES,HP1b binding inh,rTrxR1 inhibitor,mIDH1 inhibitor,TrxR1 substrate,PI4K2A block,PGK inhibitor,Pin1 inh,USP1-UAF1 inh,GLS inh
CCOC(=O)N1CCN(C(=O)c2oc3ccc(S(=O)(=O)N4CCOCC4)cc3c2C)CC1,53%[activator],19%[57.1 µM],2%,8%[57.1 µM],5,2%,0%,-19%,21%
O=[N+]([O-])c1ccc(CN2CCN(c3ccccc3Cl)CC2)o1,?,?,-3%,0%,-1,-9%,-8%,-26%,-9%

# Next section
SMILES,HP1b binding inh,rTrxR1 inhibitor,mIDH1 inhibitor,TrxR1 substrate,PI4K2A block,PGK inhibitor,Pin1 inh,USP1-UAF1 inh,GLS inh
COc1ccc(-c2csc(NC(=O)c3cccc(N4C(=O)CCC4=O)c3)n2)cc1OC,-13%,16%,2%,7%,-2,i,17%,-6%,8%
CCN(CC)S(=O)(=O)c1ccc(NCCCn2ccnc2)c([N+](=O)[O-])c1,7%,16%,-5%,3%,1,-3%,-1%,-14%,-2%
CC(Sc1nnc(COc2ccc(Cl)cc2)n1Cc1ccco1)C(=O)N1CCNC1=O (centres undefined),14%,?,-1%,0%,-7,-3%,-7%,-20%,-11%
COc1cc(CN2CCC(CO)(CCOc3ccccc3)CC2)cc(OC)c1OC,44%[activator],23%,-3%,5%,2,/,-7%,-21%,1%
CSc1ncc(Cl)c(C(=O)Nc2nnc(SC)s2)n1,24%,13%[57.1 µM],-2%,-10%,6,-3%,3%,-13%,10%
CCOc1ccc(CCNC(=O)CN2C(=O)c3cccnc3Oc3ccc(Cl)cc32)cc1,8%&37%,-6%&6%,-1%&-13%,-6%&0%,-15&-1,5%&-1%,27%&14%,-9%&-14%,0%&4%
CC(C)COC(=O)C1C2C=CC3(CN(C(C)c4ccc(Br)cc4)C(=O)C13)O2 (centres undefined),41%[activator],6%[57.1 µM],-4%,0%[57.1 µM],-7,-1%,-9%,-7%,-2%
OC1CCN(Cc2cn(Cc3ccccc3)nc2-c2cc3ccccc3o2)CC1,18%[57 µM],-20%,1%,-3%,1,i,1%,-17%,2%
O=C(CC1NCCNC1=O)Nc1ccc([N+](=O)[O-])cc1 (centres undefined),52%[activator],25%[57.1 µM],6%,3%[57.1 µM],4,i,-2%,-4%,-6%
CCOc1ccccc1-c1noc(CCCC(=O)Nc2cccc(C(F)(F)F)c2)n1,10%,23%,6%,-9%,5,-3%,-1%,-17%,-16%
C/C=C/Cn1c(Br)nc2c1c(=O)[nH]c(=O)n2C,47%[activator],11%,6%,6%,4,i,-1%,-5%,-10%
Cc1ccc(N2C(=O)Cc3ccccc3C2=O)cc1,-7%,?,-3%,1%,-8,11%,-1%,?,0%
CC(=O)Nc1ccc(S(=O)(=O)N2CCC(C(=O)NCCC(=O)NCc3ccncc3)CC2)cc1,20%,10%,-1%,-4%,3,-3%,4%,-4%,16%
Cc1ccc(Nc2nnc(SC(C)C(=O)Nc3c(C)n(C)n(-c4ccccc4)c3=O)s2)cc1 (centres undefined),28%,-14%,0%,-12%,-4,2%,3%,-4%,12%
CC(=O)Nc1ccccc1C(=O)C(=O)O,20%,1%[57.1 µM],0%,10%[57.1 µM],1,-6%,-3%,-3%,-13%
Cc1cc(C(F)F)n2nc(C(=O)Nc3sc4c(c3C(N)=O)CCC4)nc2n1,1%,-31%,7%,2%,-25,0%,?,-20%,6%
CC(C)Oc1ccc(NC(N)=O)cc1,32%,10%,6%,2%,-6,i,-3%,-2%,8%
CCCCN(CC)Cc1c(C)[nH]c2c(ccc3ccccc32)c1=O,25%,22%[57.1 µM],6%,15%[57.1 µM],-12,0%,2%,-17%,-7%
CCc1ccccc1NC(=S)N(CCN1CCOCC1)C1CCN(C(C)=O)CC1,12%,-10%,0%,2%,-5,-20%,-3%,-6%,7%
COc1ccc(CCN(C(=O)COc2ccccc2)c2nc(-c3ccccc3)cs2)cc1OC,21%,6%,-5%,-4%,-2,-5%,5%,-20%,-1%
COc1cc(S(=O)(=O)N2CCN(c3ccccn3)CC2)ccc1Br,10%,13%[57.1 µM],8%,-6%,-2,-1%,-1%,-9%,2%
CC(C)N(N=Nc1ccc([N+](=O)[O-])cc1)C(C)C,9%,27%,1%,3%,3,8%,?,-21%,0%
CCN(C(=O)c1ccc(C)c(Br)c1)c1ccccc1,65%[activator],26%,8%,-1%,5,i,1%,-10%,-1%
COCCn1c(SCC(=O)c2[nH]c(C)c(C(C)=O)c2C)nc2ccccc2c1=O,17%,13%,0%,-4%,-1,0%,8%,-4%,6%
COc1cc2ccccc2cc1C(=O)O,23%,3%,-4%,21%,2,-7%,2%,-9%,6%
CC(=O)c1cccc(NC(=S)NC(=O)c2ccccc2C)c1,20%,?,3%,9%,1,7%,1%,-13%,-3%
COc1cc2c(c3oc(-c4ccccc4)cc(=O)c13)C=CC(C)(C)O2,3%,-12%,40µM*,-9%,-6,7%,-6%,0%,-7%
Cc1cc(C)cc(C(=O)NCC(=O)N2CCC3(CC2)NCCc2[nH]cnc23)c1,27%,13%,8%,6%,-1,-7%,-10%,-25%,6%
O=c1cc(-c2ccc3c(c2)OCO3)oc2ccccc12,17%,-7%,8%,36%[activator],-1,3%,5%,3%,0%
COc1ccc(Nc2c3c(nc4ccc(NC(=O)c5cc(Cl)ccc5OC)cc24)CCCC3)cc1OC,-22%,-11%,8%,5%,1,i,15%,?,-5%
CCOC(=O)C1C(=O)C=C(/C=C/c2ccc(N(C)C)cc2)CC1c1ccccc1 (centres undefined),66%[activator],5%,1%,-2%,-1,4%,?,?,-7%
